# INS-1E GSIS act: GLuc luminescence reporter in INS-1E cells, primary screen for activators of glucose-dependent secretion of insulin; 370,000 tested, 0.61% active; INS-1E GLuc reporter insulin secretion, 2-3 h; activation, % at 16.6 µM;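 active = lowest replicate activation of at least 40%, so every replicate reaches that level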;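 also: 0% = median of neutral control wells and 100% = median of IBMX positive control wells; some compounds called inactive have numbers as strong as hits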
# Cneo AK release: causes C. neoformans cell lysis. adenylate kinase release luminescence, 4 h; normalised: neutral wells 0, clomiphene wells 100. AID 651654. 360,000 tested, 0.2% active. lysis activity, % at 15 µM;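 active = mean lysis activity across replicates of at least 80%, whatever share of replicates individually reach that level; inactive = mean lysis activity below 80%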
#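 Assay system: Cryptococcus neoformans yeast cells / Dosing: single-point compound dose / Timing: 4 h at 37 °C static, read 1 h later / Measured by: luminescence of released adenylate kinase using an AK detection reagent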
# PGC1a acetyl inh: lowers PGC1a acetylation signal in U2OS cells. AlphaScreen anti-acetyl-lysine; with virally co-expressed GCN5 acetyltransferase. inhibition, % at 15.6 µM. 350,000 tested, 0.17% active. AID 651687;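 active = every replicate shows inhibition of at least 40%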;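 also: 0% = neutral control wells and 100% = positive control wells; some results beyond the cut were filed as inactive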
# F508del corr: correctors of CFTR F508del function in bronchial epithelial cells. CFBE cells, YFP halide quenching; stimulated with forskolin plus potentiator P3; % fluorescence drop versus neutral controls. 350,000 tested, 0.36% active. AID 720511. activity (quench increase), % at 7.58 µM;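 active = mean added fluorescence quench of at least 8% versus neutral control, with both replicates also reaching 8%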;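 also: cells transiently co-express mutant CFTR-F508del with the halide-sensitive YFP; corrector assay measuring rescue of mutant channel to the surface after 24 h compound exposure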
# FN deposition inh: fibronectin deposition inhibition; AH1F fibroblasts, Alexa488-fibronectin deposition fluorescence, overnight; inhibition, % at 12.6 µM; 350,000 tested, 0.086% active;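 active = mean inhibition across replicates of 30% or more, regardless of how many single replicates reach that level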;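 also: positive control wells lacked labelled fibronectin entirely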
#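 material = AH1F fibroblast monolayer depositing Alexa488-labelled fibronectin into matrix | amount = 10000 AH1F cells/well | buffer or medium = DMEM plus 2% serum, read in PBS | incubation = 1 h cell adhesion before compound, then overnight fibronectin incubation | detection = fluorescence at 485 nm excitation, 525 nm emission | evaluation = percent inhibition as loss of matrix-bound fibronectin fluorescence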
# miR-122 sensor: inhibitors of miR-122 in Huh7 cells; Huh7 miR-122 Renilla luciferase sensor, 48 h; neutral wells = 0, positive control = 100; activation (reporter increase), % at 12.5 µM; 340,000 tested, 0.3% active; AID 602342;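 active = mean replicate activation score at least 90 and every replicate individually at or above 90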;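 also: higher luciferase means less miR-122 activity so hits act as miR-122 inhibitors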
# Statin myotox sup: suppressors of simvastatin-induced myotoxicity in C2C12 myotubes | ATP luminescence, 48 h; scaled: DMSO 0, geranylgeraniol control 100 | rescue of ATP level, % at 7.49 µM | 330,000 tested, 0.78% active | AID 602340;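 active = mean ATP rescue above about 67%, or every replicate alone reaching that limit, limit read from the data, passing the limit was not always enough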;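 also: myotubes were challenged with 10 µM simvastatin during compound exposure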
# PglD DTNB: PglD (C. jejuni) enzyme inhibition; 360,000 tested, 0.098% active; purified PglD enzyme, DTNB colorimetric CoA detection; inhibition, % at 12.5 µM; AID 602405; in the data active = inhibition above about 16%, passing the limit was not always enough; also: strong numbers were not always called active
# Numbers without * were called inactive; . = not tested or not shown; & = joins results of further samples; [ ] = remark or other dose.
Compound	INS-1E GSIS act	Cneo AK release	PGC1a acetyl inh	F508del corr	FN deposition inh	miR-122 sensor	Statin myotox sup	PglD DTNB
C=CCNC(=S)N(C1CCCCC1)C1CCCCC1	27	0	.	-2.5	.	-6	-4	-6
CC(=O)Nc1ccc(-c2csc(Nc3ncccn3)n2)cc1	3	.	-2	-0.6	-2	-10	-4	.
COC(=O)c1cc(S(=O)(=O)Nc2cc(OC)cc(OC)c2)c[nH]1	16	-1	1	0.0	-1	86	2	2
C[C@H]1CN([C@@H](C)CO)C(=O)c2cc(-c3ccccc3)cnc2O[C@H]1CN(C)C(=O)c1cccc(F)c1	-3	.	3	-0.9	-2	-1[16.7 µM]	-3	.
COc1ccc2c(c1)c1ccc3c(c1n2C)C(=O)C=CC3=O	-21	2	0	-5.1	0	-5	-84	3
Cc1nc(NCCc2cnc[nH]2)c2oc3ccccc3c2n1	-3	4	5	-1.8	.	0	-42	3
C[C@H](NS(=O)(=O)c1ccc(Cl)cc1)C(=O)OCC(=O)Nc1cc(S(=O)(=O)N2CCOCC2)ccc1Cl	1	-4	4	-1.1	4	-5	7	-2
O=C(C[C@H]1CC[C@@H]2[C@H](COC[C@@H](O)CN2C(=O)c2cnccn2)O1)N1CCN(c2ccccc2)CC1	12	-1	-4	-0.1	0	1[16.7 µM]	-13	-2
O=C(NC1CCCC1)c1cc(S(=O)(=O)N2CCCC2)ccc1Cl	1	2	.	-3.4	.	.	11	-1
O=C(Nc1ccc(Cl)c(Cl)c1)N[C@@H]1CC[C@H](CCn2cc(C3CCCC3)nn2)O[C@H]1CO	-29	.	1	1.8	11	.	.	.
CC1CCCCN1CCCNc1ccc(C(CC(N)=O)NC(=O)c2ccccc2)cc1[N+](=O)[O-] (stereo not drawn)	.	0	.	-1.8	5	.	4	-1
O=C(NCCC1=CCCCC1)NC12CC3CC(CC(C3)C1)C2	.	-2	-13	.	-3	4	.	3
C[C@@H]1CN([C@@H](C)CO)C(=O)c2cc(NC(=O)Nc3ccc4c(c3)OCO4)ccc2O[C@H]1CN(C)S(=O)(=O)c1cn(C)cn1	19&2	1&2	-3&-1	-0.4&0.8	-8	-2[16.7 µM]	1	-1&0
CC(NC(=O)C(Cc1ccccc1)N1C(=O)C2C3CCC(C3)C2C1=O)c1ccccc1 (stereo not drawn)	.	-2	9	.	.	6	12	-3
Cc1sc2nc(SCC(=O)N3CCN(CCO)CC3)n(-c3ccccc3)c(=O)c2c1C	15	8	.	.	.	-2	3	3
C[C@H](CO)N1C[C@H](C)[C@H](CN(C)C(=O)Nc2ccccc2)Oc2ccc(NC(=O)CCC(F)(F)F)cc2CC1=O	3	-9	0	1.7	.	-3[16.7 µM]	2	-4
CN(C)C=NC(=O)c1cc(C(=O)c2ccccc2Cl)c[nH]1	-3	.	10	0.4	2	.	.	.
CCN(C[C@H]1N[C@@](CC)(C(=O)OC)[C@H]2C(=O)N(C)C(=O)[C@@H]12)S(=O)(=O)c1ccc(OC)cc1	52*	-2	1	0.6	-4	0	4	-1
O=C(CN(c1ccc(F)cc1)S(=O)(=O)c1ccc2c(c1)OCCO2)Nc1cccnc1	-2	0	-18	.	.	8	14	5
COCCCN(C(=O)c1cccnc1SC)c1c(N)n(Cc2ccccc2)c(=O)[nH]c1=O	.	-3	5	.	-3	-3	-4	-4
CCOC(=O)C1CCCCN1Cc1ccccc1C(F)(F)F (stereo not drawn)	.	-1	8	.	.	0	23	1
Nc1nc2nn(-c3ccccc3)nc2c(=O)[nH]1	-5	-3	-2	2.3	-3	1	-1	1
O=C(c1ccccn1)N1CC[C@H]2[C@H](CO)Nc3ccc(Br)cc3[C@H]21	-1	-6	1	-2.2	-3	2[16.7 µM]	2	-7
C=CCOc1cccc(C2/C(=C(/O)c3ccc4c(c3)CC(C)O4)C(=O)C(=O)N2CCN2CCOCC2)c1 (stereo not drawn)	0	-1	5	-1.1	-3	12	42	-5
C=CCn1c(SCC(=O)NCC2CCCO2)nnc1-c1ccncc1 (stereo not drawn)	19	-1	3	-1.5	1	0	-8	5
Cc1noc(C)c1NC(=O)N(C)C[C@@H]1Oc2c(NC(=O)Nc3ccccc3)cccc2C(=O)N([C@H](C)CO)C[C@@H]1C	6	.	-3	-1.5	.	3[16.7 µM]	.	.
S=c1[nH]nc(-c2ccncc2)n1/N=C/c1cn(-c2ccccc2)nc1-c1ccc(Cl)cc1	.	4	-5	-1.2	3	-4	.	4
O=C(CC1C(=O)NCCN1Cc1cccc(Oc2ccccc2)c1)NCCc1ccncc1 (stereo not drawn)	-6	-6	-5	3.6	1	0	20	1
CC=Cc1ccc2n(c1=O)C[C@H]1[C@H](CO)[C@@H](C(=O)NCc3ccc(F)cc3)[C@@H]2N1S(C)(=O)=O (mixture of isomers)	11	2	.	0.8	.	-7[16.7 µM]	-4	3
CO[C@@H]1CN(C)C(=O)c2ccc(NC(=O)NC(C)C)cc2OC[C@@H](C)N(Cc2ccc(-c3ccccn3)cc2)C[C@@H]1C	-12	1	2	-1.6	-4	.	17	0
C[C@H]1CN([C@@H](C)CO)C(=O)c2cccc(NS(=O)(=O)c3ccccc3)c2O[C@H]1CN(C)Cc1ccc(C(F)(F)F)cc1	-33	-2	-10	-1.1	.	40[16.7 µM]	-28	0
C/C(Cl)=C/CSc1nnc2n(N)c(=O)c3ccccc3n12	.	2	-5	.	6	-1	7	-2
O=C1[C@H]2[C@@H](C(=O)N1c1cc(Cl)cc(Cl)c1)[C@]1(C(=O)Nc3ccccc31)N1CCC[C@@H]21	.	-4	-8	.	0	-6	5	1
C[C@@H]1CN([C@H](C)CO)C(=O)CCCn2nncc2CO[C@H]1CN(C)Cc1ccc2cccnc2c1	4&5	3&-1	15	-2.9&1.1	-1&-11	0	0&4	1&2
CCOc1ccccc1N1CCN(C(=O)c2cccs2)CC1	6	6	.	-1.6	1	.	-4	-1
CC(C)CNS(=O)(=O)c1ccc(NC(=O)Cn2nc(-c3ccc(F)cc3)ccc2=O)cc1	-23	-4	0	.	4	7	.	-2
CC1(NC(=O)N2CCOCC2)CCS(=O)(=O)C1 (stereo not drawn)	7	0	33	0.3	.	.	-2	7
CCOC(=O)N1CCC(NC(=O)C(NS(=O)(=O)c2ccc3c(c2)CCN3C(=O)CC)C(C)C)CC1 (stereo not drawn)	-6	.	-3	-0.3	5	.	.	.
O=C1CC=Nc2ccc([N+](=O)[O-])cc21	-28	0	.	-0.3	1	.	.	6
CCCCOc1ccc(CSc2nncn2N)cc1	.	-8	-4	.	.	-2	-8	-4
CCOC(=O)CC(N)c1cccc([N+](=O)[O-])c1 (stereo not drawn)	17	.	5	1.2	4	.	.	.
O=[N+]([O-])c1ccc(-c2nc(Nc3ccc(O)cc3)c3ccccc3n2)cc1	-8	-2	.	2.6	6	.	-20	0
COc1ccc(NC(=O)c2cc(-c3ccc4c(c3)OCO4)on2)cc1	5	-2	.	4.9	4	.	32	1
CN(C)C(=O)CCc1ccc2c3c([nH]c2c1)[C@]1(CCC2CCCC2)[C@@H](C(=O)N2CCOCC2)C[C@H](CC(=O)NCc2cccc(C(F)(F)F)c2)C(=O)N1CC3	-8	1	.	0.2	.	.	0	1
COc1cc(C(c2sc3nc(C)nn3c2O)N2CCc3ccccc3C2)cc(OC)c1OC (stereo not drawn)	-13	1	-9	2.7	6	0	1	3
Cc1ccc(Cl)cc1NC(=O)COC(=O)Cn1cnc2c1c(=O)n(C)c(=O)n2C	-3	2	8	-1.6	0	-3	10	0
C[C@H](CO)N1C[C@H](C)[C@@H](CN(C)Cc2ccncc2)Oc2c(NC(=O)c3ccncc3)cccc2C1=O	8&4	0&-1	7&-3	0.7&1.7	1	-5[16.7 µM]	1&0	2&-8
CN(CCc1ccccc1)C(=O)c1ccc(NC(=O)Cc2ccc(NC(=O)C3CCN(C(=O)c4ccccc4)CC3)cc2)cc1	1	2	4	-1.3	10	-2	-2	-1

# Single records, as listed above. Values in the order: INS-1E GSIS act, Cneo AK release, PGC1a acetyl inh, F508del corr, FN deposition inh, miR-122 sensor, Statin myotox sup, PglD DTNB
# CN(CCc1ccccc1)C(=O)c1ccc(NC(=O)Cc2ccc(NC(=O)C3CCN(C(=O)c4ccccc4)CC3)cc2)cc1 is listed as 1, 2, 4, -1.3, 10, -2, -2, -1
# C[C@H](CO)N1C[C@H](C)[C@@H](CN(C)Cc2ccncc2)Oc2c(NC(=O)c3ccncc3)cccc2C1=O is listed as 8&4, 0&-1, 7&-3, 0.7&1.7, 1, -5[16.7 µM], 1&0, 2&-8
# CCOC(=O)N1CCC(NC(=O)C(NS(=O)(=O)c2ccc3c(c2)CCN3C(=O)CC)C(C)C)CC1 (stereo not drawn) is listed as -6, ., -3, -0.3, 5, ., ., .

# Continuation:
Compound	INS-1E GSIS act	Cneo AK release	PGC1a acetyl inh	F508del corr	FN deposition inh	miR-122 sensor	Statin myotox sup	PglD DTNB
C[C@@H]1CN([C@@H](C)CO)S(=O)(=O)c2ccc(C#CCN(C)C)cc2O[C@H]1CN(C)Cc1ccc(F)cc1	-12	-1	-17	-3.3	3	-18[16.7 µM]	-80	7
CC1(C(=O)NCCc2c[nH]c3ccccc23)C=CC2(CCCCC2)N1C(=O)c1ccccc1 (stereo not drawn)	.	0	-11	.	.	1	1	1
O=C(CCc1nnc2ccc(NCc3ccco3)nn12)Nc1cc(F)ccc1F	17	-4	-12	4.5	26	-4	-6	0
O=C(CN1CSCC1=O)N1CCN(S(=O)(=O)c2ccc(Cl)cc2)CC1	7	1	-4	-0.6	-4	-5	-5	4
CC(=O)Nc1cc(-c2ccc(N3CCN(C)CC3)cc2)cn2c(-c3ccc(F)cc3)cnc12	.	8	-5	1.3	.	-13	-11	-4
CCN(CC)c1ccc(C(=O)NN)cc1	1	.	-5	-1.6	-18	.	.	.
N#CC1=C(N)Oc2cc(N)ccc2C1c1cccc(F)c1 (stereo not drawn)	5	-1	-81	10*	19	21	-46	72*
O=S1(=O)CCC(NC(=S)SCc2ccccc2Br)C1 (stereo not drawn)	8	-2	-7	-0.4	-12	0	5	1
COc1ccc2nc(NC(=O)C3CCCN(S(=O)(=O)c4cccc5nsnc45)C3)sc2c1 (stereo not drawn)	-43	-1	-33	.	.	2	.	-6
CC=Cc1ccc2n(c1=O)C[C@H]1[C@H](CO)[C@@H](C(=O)NCC)[C@@H]2N1Cc1cccc(Cl)c1 (mixture of isomers)	-8	-2	.	.	.	.	0	9
Cc1cccc(C(=O)NNC(=O)c2c(-c3ccccc3Cl)noc2C)c1O	-36	-1	.	-0.1	0	-1	-2	3
Cc1cc(C)nc(NS(=O)(=O)c2ccc(NC(=O)c3cccc(N4C(=O)CCC4=O)c3)cc2)n1	6	.	5	.	5	-1	.	-3
CCNC(=O)C[C@@H]1CC[C@H]2[C@H](COc3ccc(NC(=O)Nc4ccc(Cl)cc4)cc3C(=O)N2C)O1	-3	1	-5	-6.1	-2	-2[16.7 µM]	-13	3
COc1cccc(/C=N/n2c(C)nc3ccccc3c2=O)c1O	.	-1	31	.	.	0	-12	2
COc1ccccc1C(=O)Nc1ccc2c(c1)C(=O)N(C)C[C@@H](OC)[C@H](C)CN(C(C)=O)[C@@H](C)CO2	2	-1	7	-1.4	9	-6[16.7 µM]	6	-13
CCSc1ccc(NC(=O)c2cccnc2)cc1	.	0	-226	.	-10	-3	.	0
Cc1[nH]n2c(=O)cc(Cc3ccccc3)nc2c1C#N	.	1	25	.	.	4	3	4
CSc1nc(-c2ccccc2)nc(N2CCN(C)CC2)c1C(C)=O	-6	6	-14	.	.	-1	5	9
